# S100A4 MyoIIA – inhibitors of S100A4-myosin IIA peptide binding, primary screen, biochemical, fluorescence polarization, TAMRA-MyoIIA peptide; Protein S100-A4 (Homo sapiens), P26447; inhibition, % at 10.7 µM; 0.14% of 360,000 active; AID 652163, 2013;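 active = mean inhibition of at least 70% across replicates, with every replicate also reaching that level; inconclusive = mean inhibition reaches 70% but some replicates fall short; inactive = mean inhibition below 70%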
# Target sequence (P26447 whole entry, looked up): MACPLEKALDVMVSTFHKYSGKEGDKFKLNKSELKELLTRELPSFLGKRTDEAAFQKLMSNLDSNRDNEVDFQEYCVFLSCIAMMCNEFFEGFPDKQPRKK
#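 Test system: S100A4 monomer protein; Medium: HEPES pH 7.2 with CaCl2, KCl, NaCl, DTT, Triton; Probe or stimulus: TAMRA-labelled myosin IIA heavy-chain peptide probe, 5 nM; Doses: one dose per compound; Times: polarization read 5 min after assay mix addition, stable 5–60 min; Benchmarks: neutral control DMSO, positive control TFP.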
# FN deposit inh – inhibitors of fibronectin matrix deposition, primary screen, AH1F cells, Alexa488-fibronectin fluorescence, plate reader. 0.086% of 350,000 active. AH1F fibroblasts, overnight. inhibition, % at 12.6 µM;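 active = mean inhibition across replicates of 30% or more, regardless of how many single replicates reach that level; inconclusive = mean under 30% yet at least half of replicates reach 30%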;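 note: positive control wells lacked labelled fibronectin entirely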
#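 Assay system: AH1F fibroblasts / Quantity: 10000 cells per well / Medium: DMEM plus 2% serum, read in PBS / Reagent: labelled fibronectin 24 nM / Dosing: single dose, pinned / Times: 1 h cell attachment, overnight exposure to compound and label / Signal: fluorescence, ex 485 nm, em 525 nm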
# EWS-Fli inh – EWS/Fli-driven NR0B1 reporter inhibitors, primary screen, A673 cells, NR0B1 luciferase, luminescence, MLPCN library; viability-normalised; inhibition, % at 12.6 µM; 0.67% of 350,000 active;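 active = mean inhibition of at least 50% after viability correction, with every replicate also passing that limit; inconclusive = mean reaches 50% but only one of two replicates passes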;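 note: firefly luciferase signal divided by Alamar Blue viability fluorescence both relative to DMSO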
# LGR2 antag – inhibitors of bursicon-induced LGR2 CRE-luciferase signal, primary screen, cell-based, HEK293, CRE-luciferase reporter, bursicon stimulation; Drosophila bursicon receptor LGR2 (rickets); bursicon-stimulated, 4 h; inhibition, % at 9.99 µM; 0.35% of 380,000 active; AID 720647, 2013;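 active = drop in luminescence signal, shown as inhibition above about 50% in the replicate tests, limit read from the data, passing the limit was not always enough; inconclusive = probably only some replicates passing the limit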;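 note: agonist challenge used bursicon conditioned medium at about half maximal strength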
# PGC1a acetyl inh – inhibitors of PGC1a acetylation signal, primary screen, cell-based, U2OS, AlphaScreen, inhibitor mode | AlphaScreen anti-acetyl-lysine; with virally co-expressed GCN5 acetyltransferase | inhibition, % at 15.6 µM | 0.17% of 350,000 active | AID 651687, 2012;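 active = every replicate shows inhibition of at least 40%; inconclusive = mean inhibition at least 40% but some replicate below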;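 note: 0% = neutral control wells and 100% = positive control wells; some results beyond the cut were filed as inactive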
# PAX8 reporter – inhibitors of PAX8-driven TPO luciferase reporter, primary screen, RMG-I cells, single concentration | 1.2% of 360,000 active | SteadyGlo, 24 h | AID 652154, 2013 | inhibition, % at 12.6 µM;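 active = mean replicate inhibition at least 60% with every replicate also reaching 60%; inconclusive = only one of the two criteria is met; inactive = mean below 60% and not all replicates reaching 60%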;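 note: luciferase light reporting Pax8 driven TPO promoter activity; plate controls were median of neutral control wells for no effect and mitoxantrone controls for full effect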
# PglD DTNB – C. jejuni PglD acetyltransferase inhibitors, primary screen, biochemical, DTNB colorimetric, single point; inhibition, % at 12.5 µM; 0.098% of 360,000 active; UDP-N-acetylbacillosamine N-acetyltransferase PglD (Campylobacter jejuni); purified PglD enzyme, DTNB colorimetric CoA detection; in the data active = inhibition above about 16%, passing the limit was not always enough; inconclusive = no clear call, values can overlap the other calls; note: strong numbers were not always called active
# ERAP1 inh – human ERAP1 aminopeptidase inhibitors, primary screen, biochemical, single point, plate reader; recombinant ERAP1, Leu-AMC fluorescence, 60 min; inhibition, % at 10.7 µM; 0.15% of 340,000 active; AID 652197, 2013;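 active = mean replicate inhibition of at least 30%, or all replicates individually reaching that 30% level; inactive = mean below 30% and not every replicate reaching it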;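 note: 0% = neutral control wells and 100% = L-leucinethiol positive control wells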
# Target sequence (Q9NZ08 whole entry, looked up): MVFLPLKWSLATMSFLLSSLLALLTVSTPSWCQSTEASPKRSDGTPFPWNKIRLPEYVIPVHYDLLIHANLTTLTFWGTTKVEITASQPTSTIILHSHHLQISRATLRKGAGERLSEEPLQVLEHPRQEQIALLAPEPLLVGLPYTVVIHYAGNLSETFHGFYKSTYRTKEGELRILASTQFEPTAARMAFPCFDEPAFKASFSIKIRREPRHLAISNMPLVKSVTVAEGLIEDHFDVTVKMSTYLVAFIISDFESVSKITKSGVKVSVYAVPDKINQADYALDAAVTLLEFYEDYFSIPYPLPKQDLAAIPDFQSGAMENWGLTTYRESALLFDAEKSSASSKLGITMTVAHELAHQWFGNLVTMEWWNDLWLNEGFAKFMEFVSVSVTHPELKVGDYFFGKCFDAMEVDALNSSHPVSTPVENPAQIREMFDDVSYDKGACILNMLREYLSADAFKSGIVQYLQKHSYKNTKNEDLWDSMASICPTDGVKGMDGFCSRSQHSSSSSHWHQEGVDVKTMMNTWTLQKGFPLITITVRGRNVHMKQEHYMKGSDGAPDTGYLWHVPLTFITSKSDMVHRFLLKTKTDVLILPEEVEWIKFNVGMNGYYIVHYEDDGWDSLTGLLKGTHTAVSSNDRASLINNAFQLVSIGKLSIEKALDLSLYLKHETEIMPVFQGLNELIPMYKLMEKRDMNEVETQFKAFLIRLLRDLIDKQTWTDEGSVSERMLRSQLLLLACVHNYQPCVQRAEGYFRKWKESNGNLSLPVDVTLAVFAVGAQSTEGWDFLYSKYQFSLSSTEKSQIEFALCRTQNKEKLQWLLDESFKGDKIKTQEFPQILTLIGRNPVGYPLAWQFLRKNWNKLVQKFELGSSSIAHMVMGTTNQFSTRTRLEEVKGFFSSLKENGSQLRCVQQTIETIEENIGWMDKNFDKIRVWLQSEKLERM
# Starred values were filed as active, the others as inactive; ? = inconclusive; . = no result given; & = joins results of further samples.
Molecule,S100A4 MyoIIA,FN deposit inh,EWS-Fli inh,LGR2 antag,PGC1a acetyl inh,PAX8 reporter,PglD DTNB,ERAP1 inh
CC12CCC(O)CC1CCC1C2CCC2(C)C(C(=O)CO)CCC12 (stereo not given),-3,.,-11,16,7,.,-4,2
O=C1NC(=S)NC(=O)C1=Cc1cccn1-c1ccc(O)cc1,-4,3,71*,.,.,32,.,2
Cc1sc2ncnc(N3CCC(C(=O)Nc4ccc(C#N)c(Cl)c4)CC3)c2c1C,-18,9,4,11,11,2,2,0
CN(C)C(=O)Oc1ccc2c(c1)O/C(=C\c1ccc(Cl)cc1)C2=O,-1,0,-51,16,-5,-87,1,-1
NC12CN3CN(CN(C3)C1)C2 (tested in a mixture with another compound),6,.,-4,-5,.,.,5,4
COc1ccc(C(O)CNC(C)C)c(F)c1OC (stereo not given),0,0,-14,-13,.,-21,3,-3
ClC1=CCC2CN(CCN3CCCCC3)CC2C1 (stereo not given),.,-2,.,.,-11,18,3,.
CC(C)c1cccc(C(C)C)c1O,2,2,0,22,10,-1,7,1
CN=C1CN(O)C(c2ccccc2)c2cc(Cl)ccc2N1 (stereo not given),-5,-6,12,-6,-3,13,-5,-3
O=Cc1cn(Cc2ccccc2[N+](=O)[O-])c2ccccc12,-2,19,26,5,12,6,-7,2
COc1ccc(NC(=O)c2cn(CCC#N)nc2-c2ccc(OC)c(OC)c2)cc1,2,4,0,0,-3,13,13,.
CC(CC(C)(C)N1CC1)=NNC(=O)Nc1cccc2ccccc12,2,1,5,-1,.,22,.,-1
Cc1cccc(-n2c(O)c(C)c(=O)[nH]c2=S)c1,1,.,0,-23,.,-17,.,5
CCOC(=O)c1cc2c(cn1)[nH]c1ccccc12,-5,7,3,.,-31,-89,4,-3
N#CC(C#N)=NNc1ccc(S(N)(=O)=O)cc1,-2,9,-16,5,13,5,1,0

# Part of the list above, limited to PGC1a acetyl inh, FN deposit inh and PglD DTNB.
molecule | PGC1a acetyl inh | FN deposit inh | PglD DTNB
ClC1=CCC2CN(CCN3CCCCC3)CC2C1 (stereo not given) | -11 | -2 | 3
Cc1sc2ncnc(N3CCC(C(=O)Nc4ccc(C#N)c(Cl)c4)CC3)c2c1C | 11 | 9 | 2

# Remaining list, next part
Molecule,S100A4 MyoIIA,FN deposit inh,EWS-Fli inh,LGR2 antag,PGC1a acetyl inh,PAX8 reporter,PglD DTNB,ERAP1 inh
O=C(Cc1ccccc1)N1CCCCN2[C@@H](CO)[C@@H](c3ccc(C#CC4(O)CCCC4)cc3)[C@@H]2C1,1,.,-9,-5,11,-10,-1,5
CCOC(=O)[C@]12Cc3ccc(C)cc3[C@H]1N(C1CCCCC1)C(=O)c1ccccc12,13,26,59*,53*,.,82*,.,-5
Cc1c(C=O)c2ccccc2n1Cc1ccccc1F,2,7,13,12,1,5,.,4
CCOC(=O)c1cc(CC)sc1/N=C/c1c(O)[nH]c(=S)[nH]c1=O,.,7,.,-6,10,-1,-1,.
COC(=O)C1=C(c2ccc(OCc3ccccc3)cc2)C[C@@H]2CC[C@H]1N2C(=O)NCc1ccc(F)cc1,-3,-11,10,15,-6,26,-3,-8
CC[C@@H](CO)C1CC2NC3CC4(c5ccccc5N(C)[C@@H]24)C(O)C31 (stereo not given in full),-11,.,5,11,10,.,2,-3
O=c1c2ccccc2nc(Cc2ccccc2)n1-c1ccccc1,2,1,-38,-31,6,-70,6,-2
O=[N+]([O-])c1cnc2ccc3ccccc3c2c1,3,-9,-9,5,1,-13,1,1
Cc1ccc(/C=C2/Sc3ccc(C(=O)N4CCC5(CC4)OCCO5)cc3NC2=O)cc1,1,-12,-1,11,.,20,-1,1
O=C1Nc2ccccc2C(c2ccccc2)=NC1O (stereo not given),-1,-4,1,-1,-6,13,-13,4
C[C@H]1COc2cc(N3CCN(C)CC3)ccc2S(=O)(=O)N1,-2,8,-3,-19,.,-4,.,.
CN1CCN(c2ccc([N+](=O)[O-])c3no[n+]([O-])c23)CC1,112*,8,33,105*,?,88*,5,3
COc1ccc(C(=O)C2CCCN(Cc3ccon3)C2)cc1OC (stereo not given),-2,0,-4,20,.,3,.,-3
O=c1[nH]c(CN2CC=C(c3ccccc3)CC2)nc2scc(-c3ccccc3)c12,4,-10,-5,-5,-7,9,.,0
c1ccc(N2[C@@H]3CC[C@H]2c2ccncc2C3)cc1,-1,0,0,-3,.,-28,.,0

# More entries follow:
Molecule,S100A4 MyoIIA,FN deposit inh,EWS-Fli inh,LGR2 antag,PGC1a acetyl inh,PAX8 reporter,PglD DTNB,ERAP1 inh
CCC1(c2ccccc2)C(=O)N(COC)C(=O)N(COC)C1=O,7&-7,-4,-6,-1,4,3,0&2,2
CCc1cc2c(s1)N(CC(=O)OC)C(=O)CN=C2c1ccccc1OC,-1,-17,0,3,17,17,.,2
O=C(c1ccc(-c2ccccc2)c(F)c1)C1CCCN(CCO)C1 (stereo not given),-1,5,-26,13,5,-1,.,1
CC(C)Oc1ccc(Cc2c(O)[nH]c(=O)[nH]c2=O)cc1,-7,.,18,-2,.,.,.,-3
COc1ccc2[nH]c(C)c(CCNCc3cc(OC)c4c(c3)OCO4)c2c1,-5,-36,8,-9,7,18,-2,-2
CSCCC(c1nnnn1C1CCCCC1)N1CCC(n2c(=O)[nH]c3ccccc32)CC1 (stereo not given),0,6,22,12,-18,35,-1,-3
CC(CC(C#N)(c1ccccc1)c1ccccc1)N1CCOCC1 (stereo not given),1,-2,-1,1,-11,.,-1,1
C[C@]12CCC3C(CC[C@H]4C[C@H](O)CC[C@]34C)C1C[C@@H](O)[C@H]2O (stereo not given in full),0,2,8,-2,-3,20,-6,2
COC(=O)C1=C(c2cccc(OCc3ccccc3)c2)C[C@@H]2CC[C@H]1N2C(=O)NCCOc1ccccc1,1,.,11,38,0,20,3,0
CC(=O)O[C@H]1C(=O)[C@@]2(C)C([C@H](OC(=O)c3ccccc3)[C@]3(O)C[C@H](OC(=O)[C@H](O)[C@@H](NC(=O)Cc4ccccc4)c4ccccc4)C(C)=C1C3(C)C)[C@]1(OC(C)=O)CO[C@@H]1C[C@@H]2O (stereo not given in full),-2,.,49,5,-22,.,6,-1
CN1C(=O)N(C)C(=O)C(NS(=O)(=O)c2ccc(N)cc2)(c2ccccc2)C1=O,-1,-1,3,-14,.,3,.,1
Cc1c(Br)c(=O)oc2cc(OCC(=O)N3C[C@H]4C[C@@H](C3)c3cccc(=O)n3C4)ccc12,-3,.,4,-2,5,.,3,-1
CCOP(=O)(OCC)c1cc(C)c(O)c(C(C)(C)C)c1,2,3,2,7,8,-9,.,.
c1ccc2[nH]c(CCN3CCCCC3)nc2c1,2,-7,-20,7,5,4,-3,-4
Cc1ccc2c(c1)c(=O)c1c3n2CCN(CC2CO2)C3CC1 (stereo not given),-4,-16,-12,-14,0,24,.,-1

# Remaining list, next part
Molecule,S100A4 MyoIIA,FN deposit inh,EWS-Fli inh,LGR2 antag,PGC1a acetyl inh,PAX8 reporter,PglD DTNB,ERAP1 inh
Nc1ccc(Br)cc1C(=O)c1ccccc1,-2,2,2,-23,.,4,.,-1
CN(C)c1ccc(C2C3C=CC(C3)C2(C#N)C(=O)O)c(Br)c1 (stereo not given),1,-5,-7,-4,.,-1,-6,-2
C#CCOC(=O)C1=CCCN(C)C1,-12,-13,-14,-12,-16,10,4,-2
CSc1ncc(CN2CCCC(C(=O)c3sccc3C)C2)cn1 (stereo not given),0,.,-5,9,-2,8,.,-3
CCC(=O)Nc1ccc(Cl)c(Cl)c1,-8,0,-4,-19,6,-33,-4,-3
COc1ccc(C(SCC(NC(=O)OCc2ccccc2)C(=O)O)c2ccc(OC)cc2)cc1 (stereo not given),2,4,-3,-20,2,-25,-6,3
CC(=O)O[C@H]1CC[C@@]2(C)[C@H](C1)C(=O)C[C@H]1[C@@H]3CC[C@@H]4[C@@H](CN5C[C@@H](C)CC[C@H]5[C@@]4(C)O)[C@@H]3C[C@@H]12,4,-16,6,14,7,-9,0,-1
CCn1c(O)c(/C=N/NC(=O)c2ccncc2)c(=O)[nH]c1=S,-34,5,8,10,.,8,.,9
COCCCN=Cc1c(O)[nH]c(=S)[nH]c1=O,-4,1,-1,-23,.,-14,-1,.
O=C1N(c2cccc(Cl)c2)C(c2cccnc2)N2CCCN12 (stereo not given),-1,-3,-4,25,4,17,.,0
CCN(CC)CCNCC(=O)Nc1ccc(Cl)cc1C(=O)c1ccccc1,.,16,.,.,-6,12,1,.
CCN1C[C@]2(CO)CC[C@H](OC)[C@@]34C5C[C@H]6[C@H](OC)C5[C@](O)(C[C@H]6OC)[C@@H](C(OC)C23)[C@@H]14 (stereo not given in full),-1,.,1,7,11,.,3,.
O=C1NC(=O)N(c2ccccc2)C(=O)/C1=C/c1ccc([N+](=O)[O-])s1,-57,-9,10,37,-2,10,.,15
CS(=O)(=O)CCN1CC2CCCC(C2)C1,-2,-9,7,7,2,10,-1,1
CN1CCN(C(=O)COc2ccc3ccccc3c2)CC1,-1,3,-32,4,13,-12,.,-1

# Going on with the list:
Molecule,S100A4 MyoIIA,FN deposit inh,EWS-Fli inh,LGR2 antag,PGC1a acetyl inh,PAX8 reporter,PglD DTNB,ERAP1 inh
Cc1cc(C)n(-c2ccc(NN=C(C#N)C#N)cc2)n1,-2,-7,-8,82*,?,11,-2,5
C[C@]12CCC3[C@@H](CC[C@@H]4C[C@H](O)CC[C@]34C)[C@@H]1CCC2=O (stereo not given in full),-2,-7,-7,2,-30,-7,5,-2
Cc1c(Cl)cccc1N1C(=O)NC(=O)/C(=C\c2cc(C)n(-c3cccc(C(=O)O)c3C)c2C)C1=O,-7,-7,6,3,3,6,-9,12
N#CCCn1cc(C(=O)Nc2ccccc2Br)c(-c2ccc([N+](=O)[O-])cc2)n1,-10,8,5,-22,-2,3,.,0
C[C@]12CCC3C(C(=O)C[C@H]4C[C@@H](O)CC[C@]34C)C1CCC2=O (stereo not given in full),-4,-1,-1,16,5,-1,-1,-6
COc1ccc(CNCCc2ccc3c(c2)OCO3)cc1Br,4,3,-6,-3,5,-7,-5,2
COC(=O)N(c1ccccc1)P1(=S)OCCO1,.,-1,.,.,6,-23,6,.
CC(=O)C1CCC2C3C(N4CC4)CC4=CC(=O)CCC4(C)C3CCC12C (stereo not given),3,-8,0,.,.,6,.,0
CCOC(=O)C1(CCc2ccccc2)CCN(Cc2ccc(NC(C)=O)cc2)CC1,-1,-5,9,.,5,-44,1,-1
O=P(O)(O)Cc1c(Cl)cccc1Cl,-8,-2,-6,-1,-8,10,.,-5
CC(C)C1(C)N=C(c2ncccc2C(=O)O)NC1=O (stereo not given),3,.,2,-5,10,.,-5,-3
CCOC(=O)[C@]12Cc3c(cc(OC)c(OC)c3OC)[C@H]1N(C(C)C)C(=O)c1cc(OC)ccc12,-12,.,20,30,.,4,.,.
Nc1ccccc1Cl,-12,.,1,3,4,.,0,-2
COC(=O)C1=C(c2cccc(C#N)c2)C[C@@H]2CC[C@H]1N2C(=O)NCc1cccc2ccccc12,-2,1,4,21,-11,21,-1,-2

# Not all compounds are listed, so the mix of outcomes need not match the whole.
